Source: PubChem
CCT modulator: cytosolic chaperonin activity modulation. 0.3% of 360,000 active. activity change, % (test concentration not listed), hits read low. AID 651819. purified chaperonin ATPase assay, HTRF ADP detection, 30 min; in the data active means activity change below about -30%; further: on the % scale 0 is the no-effect control and ±100 the full control effect
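ATPase activity: ADP formed was measured by HTRF Transcreener (665/615 nm ratio) after 30 min at 37 deg C with 10 uM ATP. Compounds screened at one 76 uM concentration against 40 or 20 nM TRiC in Tris pH 7.4/KCl/MgCl2/DTT buffer.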
Nrf2 inh: blocks Nrf2 signaling | Potency, µM (doses to about 46 µM), for the others: at the top dose activity change, negative = inhibition, hits mostly inhibitors | 2.1% of 360,000 active | AID 504444 | A549 ARE-Fluc reporter, luciferase luminescence, 18-24 h; further: potency means the concentration at half of the fitted maximal effect; on the % scale 0 is the no-effect control and ±100 the full control effect; nearly all actives have a fitted effect of over 60% in size
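A549 ARE_Fluc cells (5000/well, 5% FBS OPTI-MEM) pre-incubated 2 h, then treated with compounds 18-24 h at 37C/5% CO2 in concentration-response. CellTiter-Fluor viability read first; BugLite luciferase luminescence after 15 min at room temperature gives Nrf2 activity.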
EPAC2 agonist: EPAC2 (human) agonism; Potency, µM (top dose mostly 154 µM), for the others: at the top dose activation, most hits filed as activators; EPAC2 activation, biochemical qHTS; response scale: 100% = 6.5 mM cAMP response; Q8WZA2; 0.079% of 360,000 active; further: potency means the concentration at half of the fitted maximal effect; nearly all actives have a fitted effect of over 50% in size
Target sequence (Q8WZA2 whole entry, looked up): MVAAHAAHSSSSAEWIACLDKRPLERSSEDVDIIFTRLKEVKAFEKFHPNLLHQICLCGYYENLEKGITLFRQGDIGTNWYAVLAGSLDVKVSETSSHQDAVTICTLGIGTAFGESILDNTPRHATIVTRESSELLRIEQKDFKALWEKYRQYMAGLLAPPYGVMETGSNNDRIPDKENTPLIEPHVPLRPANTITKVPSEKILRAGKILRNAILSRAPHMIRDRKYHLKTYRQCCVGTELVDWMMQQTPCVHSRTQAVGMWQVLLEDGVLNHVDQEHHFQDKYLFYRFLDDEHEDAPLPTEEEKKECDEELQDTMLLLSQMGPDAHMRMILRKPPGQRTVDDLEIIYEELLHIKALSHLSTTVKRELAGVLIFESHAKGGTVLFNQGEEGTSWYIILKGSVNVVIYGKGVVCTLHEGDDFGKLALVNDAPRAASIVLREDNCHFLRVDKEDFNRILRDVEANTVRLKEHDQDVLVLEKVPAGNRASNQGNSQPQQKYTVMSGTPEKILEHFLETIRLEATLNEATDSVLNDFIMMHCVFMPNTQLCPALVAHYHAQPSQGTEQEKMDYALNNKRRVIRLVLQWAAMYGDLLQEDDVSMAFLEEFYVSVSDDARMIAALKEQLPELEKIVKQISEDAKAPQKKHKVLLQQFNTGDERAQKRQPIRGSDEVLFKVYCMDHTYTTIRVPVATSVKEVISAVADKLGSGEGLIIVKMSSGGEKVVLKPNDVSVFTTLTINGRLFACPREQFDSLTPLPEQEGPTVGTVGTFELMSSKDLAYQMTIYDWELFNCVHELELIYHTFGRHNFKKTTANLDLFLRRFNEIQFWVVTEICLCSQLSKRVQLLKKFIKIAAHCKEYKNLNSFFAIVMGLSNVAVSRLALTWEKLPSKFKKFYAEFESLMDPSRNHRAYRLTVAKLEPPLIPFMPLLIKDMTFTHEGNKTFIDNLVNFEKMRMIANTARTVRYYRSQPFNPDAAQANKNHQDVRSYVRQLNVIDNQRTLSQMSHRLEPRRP
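Compounds were added across a concentration range to EPAC2 (100 nM), RAP1B-BODIPY-GDP (250 nM) and GDP (50 uM). After 5 min at room temperature, fluorescence was recorded at 5-min intervals for 30 min.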
Nrf2 activator: Nrf2 pathway activation. 0.31% of 410,000 active. AREc32 ARE-luciferase reporter (MCF7-derived line), luminescence, 24 h. AID 624171. Potency, µM (doses to about 46.1 µM), without a hit: at the highest dose activation, usual class: activators; further: potency means the concentration at half of the fitted maximal effect; % of control where 0% means no effect; nearly all actives have a fitted effect of over 65% in size
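Nrf2 activation is followed as ARE-luciferase induction in the AREc32 line after one day of compound treatment; luminescence is read with Steady-Glo.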
Akt phos inh: inhibitors of Akt phosphorylation; Neuro2A IGF-stimulated pAkt S473 HTRF, 20 min; active compounds read low; activity change, % for hits at 50 µM; 0.32% of 360,000 active; in the data active means activity change below about -80%; inconclusive means mostly about -51% to -80%; further: on the % scale 0 is the no-effect control and ±100 the full control effect
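Neuro2A cells in DMEM with 0.5% FBS, overnight at 37 deg C, given compound at single 50 µM final, then IGF (6 nM final) for 20 min at 37 deg C. Lysed; phospho-Akt Ser473 by HTRF after 24 h, 665/615 ratio.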
Mm-Cpn inhibitor: M. maripaludis TRiC chaperonin inhibition; AID 504842; 0.031% of 330,000 active; Potency, µM (highest dose often 76.9 µM), without a hit: at the highest dose activity, negative = inhibition, actives largely listed as inhibitors; purified Mm-Cpn ATPase, ADP Transcreener TR-FRET; further: potency means the concentration at half of the fitted maximal effect; on the % scale 0 is the no-effect control and ±100 the full control effect; nearly all actives have a fitted effect of over 80% in size
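TR-FRET (320 nm excitation; 590 and 665 nm emission) reports ADP made from 10 uM ATP by 25 nM enzyme; compounds were preincubated 10 min, reaction run 30 min, both at 37°C.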
EPAC2 antagonist: antagonists of human EPAC2; EPAC2 GEF exchange of Rap1B-BODIPY-GDP, fluorescence; Q8WZA2; 0.18% of 360,000 active; AID 720708; Potency, µM (top dose mostly 114 µM), inactives show top-dose activity, negative = inhibition, usual class: inhibitors; further: potency means the concentration at half of the fitted maximal effect; on the % scale 0 is the no-effect control and ±100 the full control effect; nearly all actives have a fitted effect of over 45% in size; many of its hits are not listed in these tables
TGFb inhibitor: blocks TGF-b signaling; HepG2 CAGA-GFP TGF-b/SMAD3 reporter, GFP fluorescence, 18 h; TGF-beta stimulated, 500 pg/mL final; Potency, µM (titrated, usually from 46.1 µM), inactives show top-dose activity, negative = inhibition, hits mostly inhibitors; 1.2% of 410,000 active; AID 588855; further: potency means the concentration at half of the fitted maximal effect; on the % scale 0 is the no-effect control and ±100 the full control effect; nearly all actives have a fitted effect of over 65% in size
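Smad-responsive CAGA-GFP expression was quantified in HEPG2 cells exposed to compounds and 500 pg/mL final TGF-beta for 18 h at 37 degrees C; unstimulated wells defined full inhibition.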
A549 viability: A549 cytotoxicity, counter-screen for Nrf2 inhibitors | A549 ARE-Fluc cells, CellTiter-Fluor viability, 18-24 h | Potency, µM (top dose mostly 46 µM), inactives show at the highest dose activity change, negative = cytotoxicity, actives largely listed as inhibitors | 0.16% of 390,000 active | AID 504648; further: potency means the concentration at half of the fitted maximal effect; on the % scale 0 is the no-effect control and ±100 the full control effect
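A549 ARE_Fluc cells in 5% FBS OPTI-MEM were exposed to compounds in concentration-response for 18-24 h at 37 deg C. Viability was read by CellTiter-Fluor fluorescence (Ex 405/Em 525) after 30 min, before the luciferase read.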
Active calls of the source: *; i = inactive; ? = inconclusive; nt = no result given; & = joins results of further samples; [ ] = another dose, or the depositor's remark. Unless noted, the call rests on the fitted dose curve; in most records, active means well fitted curve in the direction sought with a large enough effect; inconclusive means small, poorly fitted or top-dose-only effect, or another doubt; inactive means no such curve, though single readings can be large; an effect the other way counts as inactive or inconclusive. Not all compounds are listed. The share of hits here may be higher or lower than overall.

SMILES	CCT modulator	Nrf2 inh	EPAC2 agonist	Nrf2 activator	Akt phos inh	Mm-Cpn inhibitor	EPAC2 antagonist	TGFb inhibitor	A549 viability
O=C(O)CCC(=O)N1CCC(n2nnc3cc(C(F)(F)F)ccc32)CC1	-0.1	4.2%	2.3%	-0.2%	i	0.5%	1.1%	1.4%	2.0%
CCOC(=O)c1ccc(NC(=O)c2ccc(NC(=O)c3ccccc3)cc2)cc1	-0.6	-5.8%	11.6%	-0.9%	i	-0.3%	-1.3%	1.0%	2.0%
Cn1ccc2c(-c3ccccc3F)cc3c(c21)C1CCC3C1 (stereo not given)	-3.0	nt	12.6%	0.2%	i	nt	-2.7%	?	nt
O=C(CCCC(=O)OCC(=O)c1cccs1)Nc1ccc(F)cc1	-2.2	24.6%	-5.6%	-0.8%	i	2.1%	5.7%	12.4%	3.8%
CCN(CC)CCn1c2c(c(SCC(=O)Nc3cc(C)cc(C)c3)nc1=O)CCC2	0.9	11.3%	3.2%	0.1%	i	1.8%	1.7%	11.3%	3.7%
Cc1cc(=O)nc2c3ccccc3n(CC(=O)NC3CCCCC3)n12	-0.8	?	8.8%	-0.7%	nt	0.4%	3.1%	-7.1%	9.9%
O=C1NN(c2ccccc2)C(=O)/C1=C\c1cccn1-c1ccc(Cl)c([N+](=O)[O-])c1	-1.3	?	-1.5%	4.2%	i	-1.3%	-2.6%	0.1%	-14.4%
Cc1cc(=O)[nH]c(S/C=C/c2ccccc2)n1	0.6	?	-3.9%	0.1%	i	0.9%	-0.7%	-14.7%	1.5%
CC(=O)Nc1ccc(S(=O)(=O)N2CCSC2c2ccc(Cl)cc2)cc1 (stereo not given)	-2.0	?	12.7%	0.8%	i	6.2%	-4.3%	-4.2%	?
Cc1cc(Cl)ccc1OCC(=O)NNC(=O)C1CCN(c2ncnc3sc(C)c(C)c23)CC1	-1.4	?	9.1%	5.1%	i	-6.3%	-17.6%	?	-17.2%
O=C(Cc1ccccc1)NC(=S)Nc1ccc(N2CCCCC2)cc1	0.3	9.4%	6.8%	-0.3%	i	0.9%	-3.0%	-27.9%	6.5%
Cc1cc(C)n(C(C)CC(=O)NCc2ccccc2C)n1 (stereo not given)	nt	?	nt	0.3%	nt	nt	nt	2.2%	-0.7%
CCc1cccc(NC(=O)CCn2nc(C)cc2C)c1	nt	8.6%	nt	-0.8%	nt	nt	nt	-32.2%	0.3%
CCCNC(=O)C(CC)NS(=O)(=O)c1ccc(OC)cc1 (stereo not given)	-0.5	0.0%	3.7%	0.3%	i	-0.1%	-2.0%	0.6%	-1.0%
CCCN1C(=O)/C(=C/c2ccc(C)o2)SC1=Nc1ccc(OCC)cc1	0.0	5.3%	4.0%	2.2%	i	0.5%	2.6%	-1.0%	-14.0%
COc1cc(/C=C2/C(=N)N3N=C(CC(=O)N4CCOCC4)SC3=NC2=O)ccc1OCc1ccccc1	1.4	-3.8%	4.2%	-1.0%	i	-0.9%	-7.7%	4.5%	-5.9%
Cc1cc(C)cc(N=Cc2c(O)c3ccccc3oc2=O)c1	-3.3	-12.3%	1.4%	-0.6%	i	0.4%	0.6%	-12.2%	-11.0%
O=C(COC(=O)c1cc(S(=O)(=O)N2CCOCC2)ccc1Cl)Nc1ccc(Cl)cn1	-3.0	nt	4.7%	-0.2%	i	nt	-19.0%	0.1%	nt
CC(=O)NCCOC(=O)c1nn(Cc2ccccc2)c(=O)c2ccccc12	-2.0	6.2%	-5.6%	-0.3%	i	-7.2%	-10.2%	0.6%	4.4%
CC(=O)Nc1cc(-c2cccc(C(=O)NCCO)c2)cn2c(-c3ccc(F)c(Cl)c3)cnc12	-1.7	nt	-5.3%	8.9%	i	nt	-5.5%	-19.6%	nt
CCCCCCCCN1[C@@H](CC(=O)OCC)c2cc(F)ccc2S1(=O)=O	1.1	?	-10.2%	5.8%	i	nt	?	1.0%&-6.2%	1.5%
Cc1cc(-c2cccc([N+](=O)[O-])c2)nc2ccc3ccccc3c12	-2.4	9.3%	14.1%	3.1%	i	-7.0%	-1.3%	-13.9%	1.7%
CC(=O)c1cc(CC=C(C)C)c(O)cc1O	1.4	?	-0.5%	1.8%	i	-3.7%	-1.5%	-21.3%	1.7%
C/C(=N\Nc1ccc(S(=O)(=O)N2CCCCC2)cn1)c1ccc(O)cc1	-4.8	-20.8%	21.1%	3.6%	i	-4.6%	-11.4%	-18.2%	14.1%
Cc1ccc(N2C(=O)CS(=O)(=O)C23C(=O)N(Cc2ccc(Cl)cc2)c2ccccc23)cc1C (stereo not given)	nt	?	nt	-0.1%	nt	nt	nt	-1.0%	-0.6%

(cont.)
SMILES	CCT modulator	Nrf2 inh	EPAC2 agonist	Nrf2 activator	Akt phos inh	Mm-Cpn inhibitor	EPAC2 antagonist	TGFb inhibitor	A549 viability
Oc1cc2ccccc2cc1-c1nnc2n1-c1ccccc1SC2	-1.4	-1.2%	-8.8%	0.2%	i	-2.7%	9.1%	?	0.8%
Nc1ccc(C(=O)O)cc1[N+](=O)[O-]	-2.3	-8.2%	-0.1%	0.1%	i	1.0%	8.7%	2.7%	-0.6%
C/C(=N\NC(=O)CCCCCNC(=O)c1ccccc1)c1ccccc1O	1.1	3.0%	0.9%	-0.7%	i	0.3%	2.6%	-12.2%	12.1%
CC1CCN(Cc2nnnn2CCCC(=O)N(C)C2CCOC2)CC1 (stereo not given)	-1.4	5.5%	3.0%	0.2%	i	-2.7%	7.8%	-0.4%	-2.1%
CCOc1ccc(CC(=O)N2CCN=C2SC)cc1	-2.8	-6.5%	12.8%	-0.2%	i	2.3%	5.8%	7.1%	-2.9%
Cc1cccc(C)c1NC(=O)NC1CC2CCC(C1)N2Cc1cccs1 (stereo not given)	0.2	-3.2%	4.0%	0.1%	i	-0.4%	2.3%	-3.2%	-1.0%
CCC(CC)NC(=O)COC(=O)c1ccc(OCc2ccc(C(C)=O)cc2OC)c(OC)c1	0.4	11.0%	-17.1%	5.5%	i	-3.7%	35.5%[activator]	-15.6%	5.0%
O=C(C[n+]1cccc(CNC(=O)c2ccc(OC(F)F)cc2)c1)Nc1ccccc1Cl	-0.2	11.1%	8.4%	-0.4%	i	2.3%	19.6%	1.7%	13.3%
Cc1ccc(NC(=O)C(C)N2C(=O)c3ccccc3C2=O)cc1C (stereo not given)	-1.5	9.5%	8.5%	0.1%	i	-0.6%	1.9%	-23.5%	8.6%
CC(C)C12CN3CC(C(C)C)(CN(C1)C3(C)C)C2=O	1.7	2.4%	1.7%	-0.8%	i	-2.7%	-8.3%	5.7%	-1.5%
COc1cccc(NC(=O)CN(C)C(=O)CCSc2ccc(C)cc2)c1	0.1	9.8%	-0.1%	-0.1%	i	-29.6%	-12.4%	-21.1%	3.0%
COc1ccc(C2CC(c3ccc(F)cc3)=NN2c2ccccc2)cc1OC (stereo not given)	-2.0	5.0%	6.4%	5.5%	i	-3.5%	-1.1%	0.4%	1.3%
O=C(CP(=O)(c1ccccc1)c1ccccc1)N/N=C/c1cc(Br)cc(Br)c1O	1.2	?	-3.3%	0.3%	i	0.5%	19.9%	-18.5%	-16.1%
CC(=O)COc1ccc2c(-c3ccccc3)cc(=O)oc2c1	-2.4	9.3%	10.7%	7.6%	i	0.7%	2.6%	-0.4%	6.3%
CC(C)C[C@H]1CNC(=S)N1C[C@H]1CCCN1C[C@H](Cc1ccc(O)cc1)N1C[C@H](Cc2ccc(O)cc2)N(CCc2ccccc2)C1=S	0.3	nt	6.1%	-1.1%	i	nt	3.0%	10µM*	nt
COc1ccccc1N1CCN(S(=O)(=O)c2cc3[nH]c(=O)c(=O)[nH]c3cc2C)CC1	-1.1	?	9.5%	-0.5%&-0.6%	i	-2.1%	4.2%	-12.1%&-34.0%	7.1%&-0.8%
CCN(CC)CCn1c(=N)n(CC(O)c2ccco2)c2ccccc21 (stereo not given)	-2.7	-1.2%	8.2%	-1.8%	i	-0.7%	15.6%	-17.9%	?
Cc1ccc(CN(c2ccc(C(=O)NCc3ccccn3)cc2)S(C)(=O)=O)cc1	-0.3	5.3%	15.1%	0.1%	i	-3.2%	-1.3%	-10.4%	4.3%
O=C(c1cccc(Cl)c1)N1c2nc(-c3ccco3)nn2C2(CCCCC2)[C@@H]2CCCC[C@@H]21	nt	11.7%	nt	-0.7%	nt	nt	nt	-16.6%	6.6%

Already shown: entries from further up.
SMILES	CCT modulator	Nrf2 inh	EPAC2 agonist	Nrf2 activator	Akt phos inh	Mm-Cpn inhibitor	EPAC2 antagonist	TGFb inhibitor	A549 viability
Oc1cc2ccccc2cc1-c1nnc2n1-c1ccccc1SC2	-1.4	-1.2%	-8.8%	0.2%	i	-2.7%	9.1%	?	0.8%
Nc1ccc(C(=O)O)cc1[N+](=O)[O-]	-2.3	-8.2%	-0.1%	0.1%	i	1.0%	8.7%	2.7%	-0.6%
C/C(=N\NC(=O)CCCCCNC(=O)c1ccccc1)c1ccccc1O	1.1	3.0%	0.9%	-0.7%	i	0.3%	2.6%	-12.2%	12.1%
CC1CCN(Cc2nnnn2CCCC(=O)N(C)C2CCOC2)CC1 (stereo not given)	-1.4	5.5%	3.0%	0.2%	i	-2.7%	7.8%	-0.4%	-2.1%
CCOc1ccc(CC(=O)N2CCN=C2SC)cc1	-2.8	-6.5%	12.8%	-0.2%	i	2.3%	5.8%	7.1%	-2.9%
Cc1cccc(C)c1NC(=O)NC1CC2CCC(C1)N2Cc1cccs1 (stereo not given)	0.2	-3.2%	4.0%	0.1%	i	-0.4%	2.3%	-3.2%	-1.0%
CCC(CC)NC(=O)COC(=O)c1ccc(OCc2ccc(C(C)=O)cc2OC)c(OC)c1	0.4	11.0%	-17.1%	5.5%	i	-3.7%	35.5%[activator]	-15.6%	5.0%
